HEK293 NFkB inh = lowers PMA/ionomycin-induced NF-kB signal in HEK293 cells | HEK-293 NF-kB luciferase reporter, luminescence | inhibition, % at 3 µM | hit rate 0.21% among 62,000 | AID 465;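 active means inhibition above the mean of all tested compounds plus 3 SD, cut at about 40% in these data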;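 further: 0% = stimulated DMSO wells and 100% = 10 µM reference inhibitor 5653914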
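Timing: 1 h pretreatment, 16 h stimulation, 37 °C; system: HEK-293 cells with stable firefly luciferase reporter driven by four HIV NF-kB elements; doses: 3 µM once, 0.30% DMSO; measured by: luciferase luminescence; control set: DMSO and 10 µM reference inhibitor; repeats: single test; reagent: PMA plus ionomycin mix as NF-kB-activating stimulus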
D1 mod = allosteric modulators of human D1 dopamine receptor | HEK293 D1, CRE-luciferase, dopamine EC30 potentiation; actives deviate in either direction | P21728 | hit rate 5.9% among 58,000 | AID 641 | B-score at 10 µM;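 active means luminescence count or its row- and column-corrected plate score outside the 99.7% band of the plate's sample wells, on either side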
Target sequence (P21728 whole entry, looked up): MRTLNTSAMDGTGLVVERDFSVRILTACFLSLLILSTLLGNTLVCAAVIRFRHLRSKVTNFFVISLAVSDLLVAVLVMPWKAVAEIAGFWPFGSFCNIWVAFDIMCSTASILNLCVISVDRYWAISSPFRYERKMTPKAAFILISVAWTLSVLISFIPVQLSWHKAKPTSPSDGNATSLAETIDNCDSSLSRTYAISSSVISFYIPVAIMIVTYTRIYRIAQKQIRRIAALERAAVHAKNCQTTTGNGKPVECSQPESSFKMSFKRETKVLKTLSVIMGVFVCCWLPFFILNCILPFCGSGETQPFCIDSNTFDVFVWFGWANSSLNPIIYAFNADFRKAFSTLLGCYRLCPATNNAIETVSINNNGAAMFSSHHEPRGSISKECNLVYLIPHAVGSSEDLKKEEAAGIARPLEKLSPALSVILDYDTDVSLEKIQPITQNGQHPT
Jurkat viability = reduces viability or proliferation of Jurkat cells | Jurkat E6.1 viability, ATP luminescence, 48 h | hit rate 1.2% among 56,000 | AID 463 | inhibition, % at 4 µM;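 active means inhibition above the mean inhibition of all tested compounds plus 3 SD, cut at about 28% in these data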
Ecoli tolC = growth inhibitors of E. coli BW25113 tolC mutant; OD615; AID 573; hit rate 2.2% among 65,000; growth inhibition, % at 10 µM (by protocol);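 active means growth inhibition at or above a cutoff equal to the mean over every tested compound plus 3 SD, cut at about 60% in these data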;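 further: growth measured after 20 h incubation at 37 °C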
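Test system – E. coli BW25113 ΔtolC::kan, tolC deletion mutant strain · Detection – OD at 615 nm · Buffer or medium – LB with kanamycin 50 µg/mL · Times – 20 h compound exposure of bacteria at 37 °C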
SF-1 act = SF-1 (human) activation. Q13285. CHO-K1 Gal4-SF-1 LBD luciferase reporter; % increase over DMSO SF-1-specific signal. hit rate 1.9% among 65,000. activation, % at 10 µM;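 active means activation above the mean activation of all tested compounds plus 3 SD, cut at about 50% in these data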
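Material: Gal4–SF-1 LBD one-hybrid luciferase reporter in CHO-K1 cells | Amount: 4,000 cells per well | Compound dosing: 10 µM single point, 1% DMSO | Schedule: 20 h compound treatment, 37 °C | Measured by: SteadyLite luciferase luminescence | Evaluation: Percent activation versus DMSO | Control set: DMSO-treated SF-1-transfected cells as negative, DMSO-treated mock-transfected cells lacking SF-1 as background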
M1 agonist = M1 muscarinic receptor agonism; hit rate 3% among 64,000; AID 626; CHO-M1 cells, Fluo-4 calcium fluorescence, agonist mode; active compounds read high; B-score at 10 µM;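 active means fluorescence rise, raw or as B-score row- and column-corrected plate score, outside the 99.7% band of its plate's samples, either direction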
TNAP act DEA = activates human TNAP at intermediate phosphate acceptor concentration | AID 813 | activation factor at 20 µM | 64,000 tested, under 10 active | purified TNAP, CDP-star luminescence, 100 mM DEA, 30 min; active compounds read high; scale: 0 levamisole-inhibited, 1 vehicle-only enzyme;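 active means activation factor of at least 2 at 20 µM, relative to controls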
Target sequence (P05186 whole entry, looked up): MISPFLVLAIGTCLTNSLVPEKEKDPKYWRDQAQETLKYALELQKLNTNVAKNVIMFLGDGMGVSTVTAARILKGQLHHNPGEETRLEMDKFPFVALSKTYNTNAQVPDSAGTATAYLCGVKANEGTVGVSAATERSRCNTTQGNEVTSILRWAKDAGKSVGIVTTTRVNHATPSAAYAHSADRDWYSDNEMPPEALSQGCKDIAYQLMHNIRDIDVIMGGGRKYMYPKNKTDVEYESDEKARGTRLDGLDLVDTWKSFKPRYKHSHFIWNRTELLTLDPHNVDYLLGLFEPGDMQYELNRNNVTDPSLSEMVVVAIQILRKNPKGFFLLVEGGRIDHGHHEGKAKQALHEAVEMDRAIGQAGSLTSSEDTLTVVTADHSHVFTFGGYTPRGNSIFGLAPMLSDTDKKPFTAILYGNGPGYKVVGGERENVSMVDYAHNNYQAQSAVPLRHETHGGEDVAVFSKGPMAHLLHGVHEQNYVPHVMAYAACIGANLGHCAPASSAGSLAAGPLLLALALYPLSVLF
NADH enzymes = inhibition of NAD/NADH coupling enzymes, library profiling; coupled PK/LDH NADH assays, four targets; IC50, µM (highest dose often 10 µM), for inactives: at the top dose inhibition; hit rate 0.02% among 65,000;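 active means single-dose screening hits from any of four coupled enzyme assays that gave an IC50 when retested across doses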;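 further: the DPM-DC format reads NADH fluorescence rather than 340 nm absorbance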
M1 antag = blocks the rat M1 muscarinic receptor response to acetylcholine; P08482; CHO-M1 cells, Fluo-4 calcium, ACh EC80 antagonist mode; active compounds read low; B-score at 10 µM; hit rate 3.4% among 64,000; AID 628;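 active means calcium fluorescence response, raw or row-and-column corrected B-score, differing from the plate sample mean either way at a set confidence level, mostly lower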
Active calls of the source: *; nt = not tested or not shown; [ ] = remark or other dose. Hits appear at their usual frequency; any-hit rate near 15%.

SMILES	HEK293 NFkB inh	D1 mod	Jurkat viability	Ecoli tolC	SF-1 act	M1 agonist	TNAP act DEA	NADH enzymes	M1 antag
COC(=O)c1cccc(OCC(O)Cn2ccnc2)c1 (configuration not stated)	13	3	7	-19	-14	0.2	0.8	2%	-0.26
CCCSc1nc(C)c(CC(=O)OCC)c(=O)[nH]1	nt	0.033	nt	10	-4	-0.82	0.9	3%	-0.23
Cc1ccc(CNc2cc(-c3nn4c(C)nnc4s3)ccc2C)s1	25	1.9	9	7	-4	-0.044	0.9	10%	0.15
CC(=O)Nc1cc2nn(-c3ccccc3)nc2cc1Cl	-59	-0.47	nt	3	11	-0.024	0.9	6%[fluoresces]	-0.25
COc1ccc2[nH]c3c(c2c1)CCn1c-3nc2ccccc2c1=O	-76	-2.9	nt	2	0	1.3	0.9	5%[fluoresces]	1.1
COC(=O)c1cc2occc2n1CC(=O)Nc1ccc(OC)c(OC)c1	13	0.36	-2	-4	-5	-0.0035	0.9	7%	0.42
CCC(=O)Nc1ccc(C(=O)n2nc(C)cc2C)cc1	11	-0.29	-4	-2	-3	-0.16	0.9	7%	0.61
COc1ccc(N2CCCn3c2nc2c3c(=O)n(Cc3ccccc3F)c(=O)n2C)cc1	10	nt	nt	11	10	-0.55	1	2%	-0.32
CC(=O)c1c(C)[nH]c(C(=O)NCCc2cccc(C)c2)c1C	-2	-2.7*	13	36	71*	-2.4*	1	4%	-0.1
CC(C)(C)NC(=O)Cn1nnc(-c2ccc(S(C)(=O)=O)cc2)n1	1	0.038	4	-31	0	0.023	1	6%	0.03
Cc1ccc(S(=O)(=O)N2CCN(C(=O)c3cc(=O)[nH]c4ccccc34)CC2)c(C)c1	4	1.8	8	7	-12	4.7*	0.9	5%	-0.01
CC(C(=O)N1c2ccc(F)cc2CCC1C)N1C(=O)c2ccccc2C1=O (configuration not stated)	6	1.5	-3	9	-12	0.0031	0.8	4%	1.6
Cc1noc(C)c1CSc1nc2sc(C)c(C)c2c(=O)n1-c1ccccc1	12	-0.37	-6	16	-6	-0.058	0.9	3%	-1.8
Cc1nnc(NC(=O)CCCN2C(=O)c3ccccc3C2=O)s1	19	0.64	-3	-9	10	-1	0.9	8%	0.46
CCCCCCNS(=O)(=O)c1ccc(Cl)s1	10	0.33	2	57	-3	1	0.9	2%	-1.3
COc1ccc(C(=O)N2CCC(C(=O)Nc3ccc(OC)c(OC)c3)CC2)cc1	-1	-0.43	-5	-2	-9	0.1	1	3%	-1.5
CCOC(=O)c1ccc(S(=O)(=O)NC2CCCCCCC2)n1C	14	-1.4	6	30	2	0.12	0.9	3%	-0.048
CN(C)S(=O)(=O)Nc1ccc(C(=O)O)cc1	4	-0.4	5	-11	-1	-0.018	0.9	7%	-0.024
CC(C)NC(=O)c1cccc(Cn2cc(Cl)cn2)c1	-6	0.021	-1	-2	2	0.056	0.9	5%	-0.4
CCCCCC(=O)N1CC2(C)CN(C(=O)CCCCC)CC(C)(C1)C2=O	nt	0.49	nt	-14	-2	0.15	0.9	1%	0.3

Another view of part of the listing above.
Sequence of screens – HEK293 NFkB inh	D1 mod	Jurkat viability	Ecoli tolC	SF-1 act	M1 agonist	TNAP act DEA	NADH enzymes	M1 antag
COC(=O)c1cc2occc2n1CC(=O)Nc1ccc(OC)c(OC)c1
→ 13	0.36	-2	-4	-5	-0.0035	0.9	7%	0.42
CCC(=O)Nc1ccc(C(=O)n2nc(C)cc2C)cc1
→ 11	-0.29	-4	-2	-3	-0.16	0.9	7%	0.61

Continuation:
SMILES	HEK293 NFkB inh	D1 mod	Jurkat viability	Ecoli tolC	SF-1 act	M1 agonist	TNAP act DEA	NADH enzymes	M1 antag
O=C(CCCN1C(=O)c2ccccc2C1=O)Nc1ccc(Br)cn1	13	-0.48	2	-12	-12	0.019	0.9	4%	-0.51
COc1ccc(N2CCN(C(=O)CSc3nnc(CNc4ccccc4)o3)CC2)cc1	10	0.5	5	-1	19	-2.5*	0.9	6%	-0.31
Cn1c(=O)[nH]c(=O)c2c1nc(Sc1ccccc1)n2CCc1ccccc1	-2	9.2*	-1	8	0	0.78	0.9	3%	-0.017
CCCOc1ccc(/C(O)=C2/C(=O)C(=O)N(CCCOC)C2c2ccncc2)cc1 (configuration not stated)	9	0.35	4	-11	-4	-0.068	0.8	11%	0.63
COCCCNC(=O)Cn1nnc(-c2ccccc2NC(=O)c2ccc(F)cc2)n1	21	0.33	nt	0	-1	0.49	1	4%	-0.48
CC1(C)Cc2c(C#N)c(N3CCOCC3)nc(-c3ccccc3)c2CO1	nt	nt	nt	11	-15	4	1	6%[fluoresces]	-1.7
COC(=O)c1ccc(C)c(NC(=O)c2nn(C)c(=O)c3ccccc23)c1	19	0.081	8	11	-16	-0.016	0.9	6%	-0.9
O=C(NCc1ccc2c(c1)OCO2)C1CCCN(S(=O)(=O)c2cccc3cccnc23)C1 (configuration not stated)	10	1.8	7	10	1	-0.75	0.8	3%	0.62
CCOC(=O)Nc1ccc2c(CN3C(=O)NC4(CCCC4)C3=O)cc(=O)oc2c1	1	2.2	0	12	12	-1.7	0.9	2%[fluoresces]	0.16
COc1ccc(S(=O)(=O)Cc2ccc(C(=O)N3CCN(c4cccc(C)c4C)CC3)o2)cc1	5	-0.66	22	21	-28	1.3	1	3%	-0.5
CCCCC(c1nnnn1C1CCCC1)N1CCN(C2CCCC2)CC1 (configuration not stated)	7	-1.8	1	-7	1	0.003	0.9	8%	-0.17
O=C(Nc1ccc(N2CCOCC2)cc1)Nc1ccc2nc(-c3ccco3)c(-c3ccco3)nc2c1	-21	2.7	83*	2	-16	2.8*	0.7	3%	-1.3
CCc1c(C)nc2cc(-c3cccs3)[nH]n2c1=O	0	-2.1	4	3	49	-0.61	0.9	3%[fluoresces]	0.13
Cc1ccc(NS(=O)(=O)c2ccc3c(c2)oc(=O)n3C)cc1F	6	-0.49	3	8	-5	-0.95	1	2%	-0.37
Cn1c(NC(=O)CC2CCCCC2)cc(=O)n(C)c1=O	16	1.5	-1	4	17	-1.1	0.9	4%	0.2
c1cnc(Oc2ccc3oc4ccccc4c3c2)nc1	3	2.7	2	10	9	0.21	1	6%	-0.59
Cc1ccccc1-n1c(SCC(=O)NCc2cccs2)nnc1-c1ccncc1	4	-0.39	-4	-6	1	0.023	1	4%	0.53
CC(C)c1nnc(NC(=O)CCN2C(=O)c3ccccc3C2=O)s1	21	0.57	8	-9	4	0.4	0.8	3%	0.27
CNc1nc(C)c(C(=O)OCC(=O)OC)s1	10	9.4*	2	-16	-3	nt	0.9	1%	nt
COc1ccc(N2CCN(C(=O)c3ccc(S(=O)(=O)N4CCOCC4)cc3)CC2)cc1	12	-0.39	7	-11	13	-0.68	0.9	7%	0.35
CCOc1ccccc1NC(=O)CSc1nc2cccnc2n1C	9	-0.011	9	13	-9	1.5	1	14%	-0.047
Cc1nn(C)cc1CNC(=O)Nc1ccc(Br)cc1Cl	14	-0.68	-4	-3	3	-0.33	0.9	7%	0.05
COCc1cc(C)nc(SCC(=O)Nc2cccc3cccnc23)c1C#N	0	0.66	-11	-2	7	0.42	1	1%	-3.9*
COc1ccc(C(=O)O)cc1S(=O)(=O)NCCCN1CCCC1=O	14	nt	-2	-5	10	-1.9	1	5%	0.11
Cc1ccc(C(=O)NCCCC(=O)O)o1	-2	-0.035	0	-13	-9	-0.87	0.9	7%	0.59
Cc1ccc(-c2nnc(SCC(=O)N3c4ccccc4NC(=O)C3(C)C)n2N)cc1	7	0.19	nt	2	-4	0.28	0.9	1%	-0.43
CCCNc1nc2c(c(=O)[nH]c(=O)n2C)n1CCC(C)C	-6	7.5*	4	-21	-10	0.2	0.9	5%	1.5
CCOc1ccc(N(CC(=O)NCc2ccc(OC)cc2)S(=O)(=O)c2c(C)noc2C)cc1	-4	nt	-3	-30	0	-0.54	0.9	6%	0.0049
O=C(/C=C/N1CCOCC1)c1ccc(-c2ccccc2)cc1	-1	0.082	9	25	19	0.61	0.9	3%	-0.3
CCOCCCNc1ccc(-c2ccccc2)nn1	-20	-1.6	-4	-5	58*	0.52	0.9	7%	0.039
C=CCSC1=C(C#N)C(c2ccccc2Cl)CC(=O)N1 (configuration not stated)	14	0.62	3	8	-12	-0.54	0.9	2%	-0.092
N=c1nc(N)nc2n1NC(c1ccc(F)cc1)=CS2	3	2.1	nt	3	40	-0.016	0.9	5%	0.61
COc1cc(Cn2c(N)c(C#N)c3nc4ccccc4nc32)cc(OC)c1	6	1.8	3	-4	-3	-0.62	1	3%[fluoresces]	0.12
CNC(=O)c1c(C)nc(SCC(=O)NCc2ccc(OC)cc2)c(C#N)c1-c1ccco1	20	-2.9*	-3	-9	6	0.3	0.9	4%	-0.32
Clc1ccccc1-c1nc(-c2ccccc2)n[nH]1	-29	0.072	6	7	18	-0.018	0.3	2%	0.1
CC(O)Cn1ccccc1=N (configuration not stated)	nt	nt	nt	18	-10	-0.79	0.8	3%	0.69
COc1ccccc1N1CCN(C2CCN(C(=O)c3cccs3)CC2)CC1	nt	-1.3	nt	4	-6	-0.38	0.9	19%	0.47
CCCN1CCN(CCCNC(=O)c2cc3c(=O)n(C)c4ccccc4c3n2C)CC1	16	-0.0064	0	11	-32	-3.1*	1	6%	-4.3*
CCOC(=O)Cc1nnc(NC(=O)CSc2nnc3c4ccccc4n(C(C)C)c3n2)s1	8	7.5*	-4	-16	2	-1.7	0.9	4%	0.31
CCOC(=O)Nc1ccc(Oc2ccccc2)cc1	6	-0.3	-1	48	26	nt	0.8	1%	nt
O=C(COc1ccccc1)N(Cc1ccco1)c1ccc(O)cc1	12	0.16	8	11	7	-0.22	1	2%	-0.17
CCOC(=O)c1cnn(-c2ncnc3sc(CC)cc23)c1N	7	-0.0084	nt	14	10	1.3	0.8	3%	0.99
O=C(Nc1cccc(S(=O)(=O)C(F)F)c1)c1ccc(S(=O)(=O)N2CCOCC2)cc1	17	0.31	-2	8	10	1.5	1	4%	1.5
O=C(COC(=O)C1CCC1)Nc1ccc(OC(F)F)cc1	3	-0.12	nt	-8	-16	-0.5	1	4%	-0.12
Cc1cc(C)c2c(n1)nn1c(N3CCN(c4ccccc4C)CC3)cc(C)nc21	8	-0.49	-5	-9	-11	0.15	1	7%[fluoresces]	0.36
COc1ccc(-c2nnc(SCC(=O)N3CCCc4ccccc43)o2)cc1OC	17	16*	5	-9	-14	-0.28	nt	6%	0.98
CCc1nc2oc3cc(OC)ccc3c(=O)c2c(=O)n1Cc1ccco1	12	1.1	7	13	-8	-0.49	0.9	8%	0.23
COc1ccc(OC)c(C2SCCN2S(=O)(=O)c2cccc(C(F)(F)F)c2)c1 (configuration not stated)	5	-0.32	-8	45	-8	0.48	1	4%	0.52
CCNc1nc(NCC)nc(Oc2ccc(OCC)nn2)n1	4	-0.04	2	3	-21	1.5	0.9	5%	-0.71
CN(C)c1ccc(/C=c2\sc3nc(-c4ccccc4)nn3c2=O)cc1	11	-1	-3	-18	0	0.21	0.9	7%	0.64

Retrieved one by one from the entries so far, 2 records:
SMILES	HEK293 NFkB inh	D1 mod	Jurkat viability	Ecoli tolC	SF-1 act	M1 agonist	TNAP act DEA	NADH enzymes	M1 antag
CCc1nc2oc3cc(OC)ccc3c(=O)c2c(=O)n1Cc1ccco1	12	1.1	7	13	-8	-0.49	0.9	8%	0.23
O=C(COc1ccccc1)N(Cc1ccco1)c1ccc(O)cc1	12	0.16	8	11	7	-0.22	1	2%	-0.17

From PubChem BioAssay
